High-throughput results from PubChem.
zVAD death inh: blocks zVAD induced death of L929 cells. L929 zVAD necroptosis rescue, ATP luminescence, 24 h; with zVAD 60 µM. viability rescue, % at 10 µM. actives 0.38% (n = 220,000). AID 1377;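 active = activation, scaled between plate controls, above about 75%, limit read from the data; inactive = activation under that limit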;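 also: 0% = zVAD with DMSO and 100% = DMSO alone without zVAD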
Hck-Nef inh: human Hck-Nef kinase inhibition. P08631. Recombinant Hck-YEEI plus Nef, Z-Lyte FRET kinase assay. inhibition, % at 20 µM. actives 0.68% (n = 220,000);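 active = Hck-Nef kinase inhibition above about 50%, limit read from the data; inactive = inhibition below that limit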;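 also: 0% = DMSO with Hck plus Nef and 100% = Hck alone without Nef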
PGE2 EP2 inh: blocks the human prostaglandin E2 receptor EP2. P43116. inhibition, % at 25 µM. actives 0.52% (n = 260,000). C6 glioma cells expressing human EP2, cAMP TR-FRET; cells stimulated with saturating PGE2;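 active = percent inhibition above 40 after rounding to a whole number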;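 also: rat C6 glioma host cells with rolipram phosphodiesterase inhibitor present; the protocol text gives 20 µM as final concentration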
Target sequence (P43116 whole entry, looked up): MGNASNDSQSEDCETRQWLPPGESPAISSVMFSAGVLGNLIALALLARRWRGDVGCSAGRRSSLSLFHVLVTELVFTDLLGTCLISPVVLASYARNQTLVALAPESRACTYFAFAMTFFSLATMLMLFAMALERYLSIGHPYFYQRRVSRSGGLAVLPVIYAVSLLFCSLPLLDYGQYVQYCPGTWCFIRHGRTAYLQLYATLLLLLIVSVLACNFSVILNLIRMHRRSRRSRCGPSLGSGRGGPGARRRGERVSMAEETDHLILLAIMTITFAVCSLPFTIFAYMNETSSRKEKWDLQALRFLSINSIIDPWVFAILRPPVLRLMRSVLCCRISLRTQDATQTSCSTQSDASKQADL
TNF necrop inh: inhibitors of TNF-alpha induced necroptosis in Jurkat FADD-/- cells; actives 0.068% (n = 220,000); Jurkat FADD-/- TNF necroptosis rescue, ATP luminescence, 24 h; 0 = TNF only, 100 = no-TNF cells; AID 463075; activation (protection from cell death), % at 10 µM;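 active = activation, meaning protection from cell death, of at least 50% relative to plate controls; inactive = activation below 50%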;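 also: necroptosis triggered by 40 ng/mL TNF-alpha added together with compound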
RBBP9 inh: blocks human serine hydrolase RBBP9 | AID 1515 | inhibition, % at 7.94 µM | O75884 | recombinant RBBP9, FP-Rh probe fluorescence polarization | actives 0.2% (n = 220,000);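 active = inhibition above the campaign mean of all tested compounds plus 3 SD, cut at about 14% in these data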;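 also: plate controls were DMSO wells with RBBP9 for no effect and wells lacking RBBP9 protein for full effect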
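Measured by – fluorescence polarization · Test system – RBBP9 protein · Input – 2.5 µM RBBP9 dispensing solution, before mixing · Measure – percent inhibition from mP, scaled between DMSO and no-protein wells · Benchmarks – DMSO-treated enzyme wells and wells lacking RBBP9 · Times – preincubation 30 min plus labeling 45 min at 25 °C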
PERK inhibitor: human PERK inhibition, primary cell-based screen | inhibition, % at 5.6 µM | AID 1416 | actives 0.17% (n = 220,000) | CHO PERK-DD fusion, SEAP luminescence translation reporter;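 active = inhibition above the mean inhibition of all tested compounds plus 3 SD, set separately per screening campaign, cut at about 2.9% in these data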;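 also: PERK kinase domain activated by AP20187 dimerizer at 100 nM; 0% = DMSO with dimerizer and 100% = rapamycin at 8.4 µM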
Runt-SMMHC FRET: Runt domain-CBFb-SMMHC interaction inhibition. Cerulean-Runt/Venus-CBFb-SMMHC FRET ratio 530/480, 1 h. inhibition, % at 20 µM. Q01196+Q13951. actives 0.74% (n = 220,000);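 active = mean inhibition across duplicate retests at 20 µM reaching about 50%, limit read from the data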;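 also: 0% = DMSO wells and 100% = wells with excess untagged CBFb-SMMHC; inhibitors lower the FRET ratio by blocking Runt binding to CBFb-SMMHC; some results filed as inactive read as strong as hits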
Target sequence (Q01196 whole entry, looked up, the tested form may be a part): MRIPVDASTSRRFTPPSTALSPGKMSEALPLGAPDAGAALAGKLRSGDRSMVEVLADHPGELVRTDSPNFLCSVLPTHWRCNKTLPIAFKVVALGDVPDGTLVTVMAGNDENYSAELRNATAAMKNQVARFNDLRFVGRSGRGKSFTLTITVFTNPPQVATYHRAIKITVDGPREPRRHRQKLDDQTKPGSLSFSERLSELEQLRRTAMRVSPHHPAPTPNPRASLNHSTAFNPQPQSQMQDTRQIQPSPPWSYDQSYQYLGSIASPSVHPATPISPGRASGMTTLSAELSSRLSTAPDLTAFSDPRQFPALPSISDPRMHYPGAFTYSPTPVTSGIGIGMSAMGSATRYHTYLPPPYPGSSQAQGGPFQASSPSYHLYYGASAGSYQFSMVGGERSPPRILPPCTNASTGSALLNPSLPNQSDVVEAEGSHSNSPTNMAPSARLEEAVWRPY
Target sequence (Q13951 whole entry, looked up, the tested form may be a part): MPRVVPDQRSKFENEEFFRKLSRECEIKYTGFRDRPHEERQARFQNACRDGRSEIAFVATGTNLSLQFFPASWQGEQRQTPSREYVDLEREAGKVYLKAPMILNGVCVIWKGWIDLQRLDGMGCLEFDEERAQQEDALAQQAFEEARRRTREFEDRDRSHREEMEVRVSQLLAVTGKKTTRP
EP2 modulator: EP2 receptor (human) modulation; P43116; EP2-expressing cells, cAMP HTRF FRET, PGE2 co-stimulation; induction, % at 25 µM; actives 0.83% (n = 260,000);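 active = compounds whose cAMP rise, as percent of the full-agonist control response, exceeds 60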;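 also: rat C6 glioma line stably carrying human EP2 under a CMV promoter; the protocol text gives 20 µM as final concentration; 100% = response of wells given 1 µM PGE2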
Runt-CBFb FRET: inhibitors of human RUNX1 Runt domain binding to CBFb | Q01196+Q13951 | Cerulean-Runt/Venus-CBFb FRET ratio 530/480, 1 h | inhibition, % at 20 µM | actives 0.46% (n = 220,000) | AID 1496;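 active = inhibition over about 50% at 20 µM in the single-dose screen, limit read from the data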;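 also: 0% = DMSO wells and 100% = excess unlabeled CBFb competitor control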
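Doses: 20 µM compound in 1% DMSO | Material: Cerulean-labeled Runt domain protein | Amount: Each fluorescent fusion protein 100 nM | Schedule: Two 1 h room-temperature incubations shielded from light | Measured by: FRET fluorescence | Evaluation: Loss of energy transfer signal | Controls: Unlabeled CBFb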
Numbers without * were called inactive; / = no result given; & = joins results of further samples. The list is partial (hit frequency here may not be typical).

SMILES | zVAD death inh | Hck-Nef inh | PGE2 EP2 inh | TNF necrop inh | RBBP9 inh | PERK inhibitor | Runt-SMMHC FRET | EP2 modulator | Runt-CBFb FRET
COC(=O)C1=C(C(=O)OC)C(c2cc(Br)ccc2O)c2sc(=O)[nH]c2S1 (stereo not drawn) | 0.9 | 29 | 14 | -2.3 | -1 | 1.1 | 8 | 38 | 7
CCOc1ccc(N(CC(=O)Nc2ccc(OC)cc2)S(=O)(=O)c2c(C)[nH]c(=O)[nH]c2=O)cc1 | 2.2 | 18 | 7 | 1.3 | 0 | 0.3 | 3 | 23 | -2
O=S1(=O)C=C(SCCN2CCCCC2)c2ccccc21 | 19 | -2 | 11 | 2.5 | -9 | -0.1 | 5 | -15 | 0
O=C(CN1CCOCC1)Nc1ncc(Cc2cccc(Cl)c2)s1 | 0.5 | -1 | 4 | -0.6 | -6 | -0.1 | 3 | 9 | -3
CN1CCC(OC(=O)COc2ccccc2)CC1 | -0.2 | -1 | 3 | -0.8 | -10 | -0.4 | -1 | 25 | -2
COc1ccc(-n2c(=S)[nH]c3cc(C(=O)Nc4ccccc4OC)ccc3c2=O)cc1 | 0.1 | 9 | 9 | 1.9 | -8 | 0.7 | 1 | -25 | -1
O=c1c2[nH]c3ccc(F)cc3c2ncn1CCCn1ccnc1 | 0.1 | 1 | 10 | -1.8 | -6 | -0.1 | 2 | 2 | 0
CCOC(=O)c1c(C)nc(C)c2c(=O)oc3ccccc3c12 | -0.1 | 5 | 5 | -0.5 | -5 | 2.5 | 1 | 0 | -1
COc1ccc(CN2C(=O)NC3(CCCc4ccccc43)C2=O)cc1F (stereo not drawn) | 2.6 | 27 | -1 | 0.5 | 3 | 1.0 | 3 | 16 | 0
CCOc1cc2nc3c4ccccc4n(C)c3nc2cc1OCC | / | -2 | 5 | -3.7 | -9 | -0.8 | -39 | 17 | 4
CC(C)(C)c1ccc(C(=O)Nn2c(CCC(=O)O)ccc2-c2cccs2)cc1 | 2.0 | -14 | 6 | 0.7 | 10 | 1.6 | 10 | 8 | 30
COc1ccc(N2CCN(C(=O)COc3ccc(Cl)cc3Cl)CC2)cc1 | 0.0 | -1 | 8 | -0.2 | -1 | -0.2 | -2 | -36 | -1
CN(C)S(=O)(=O)c1cccc(NC(=O)COC(=O)CCc2nc3ccccc3s2)c1 | 0.1 | 1 | 12 | 0.9 | -3 | -0.4 | 0 | -17 | 2
C=C(C)CN1CCN(c2ccc(N3C(=O)CCCC3=O)cc2[N+](=O)[O-])CC1 | 4.5 | -3 | 11 | 2.1 | 2 | 0.5 | -1 | -19 | 1
COc1cc(NC(=S)N2CCC(C(O)(c3ccccc3)c3ccccc3)CC2)cc(OC)c1 | -0.3 | 6 | 7 | -0.9 | -3 | -1.0 | 9 | -1 | 11
Cc1nc2ccccc2n1CC(O)COCC1CC=CCC1 (stereo not drawn) | -0.3 | 1 | 16 | -6.8 | -2 | -0.8 | -1 | 8 | 1
CC1=C(C(=O)Nc2ccccc2)C(c2ccccc2)N2C(=O)CSC2=N1 (stereo not drawn) | -0.1 | 0 | 5 | -1.3 | -13 | -0.7 | -2 | 15 | 0
Cc1ccccc1SC1CCN(Cc2nc(C3CC3)no2)CC1 | 0.0 | 27 | 1 | 0.9 | -6 | 0.1 | -1 | -29 | 2
Cc1cc(C(=O)CSc2nnc(N)s2)c(C)n1CCc1ccc(F)cc1 | 0.5 | 1 | 13 | -0.9 | 0 | -0.5 | -2 | -15 | -1
COc1cc2cc(C#N)c(SCC(=O)N3CCOCC3)nc2cc1OC | 0.4 | 4 | 13 | -0.1 | -3 | -0.5 | 9 | 25 | 2
CCCC(=O)Nc1nnc(-c2ccccc2)o1 | -0.1 | 9 | 0 | -0.3 | 0 | 1.8 | 0 | 1 | 0
COc1cc(/C=C/C(=O)NCCN2CCOCC2)cc(OC)c1OC | -0.2 | 3 | 9 | 1.2 | -7 | 1.6 | 0 | 16 | 1
CNC(=O)N(C1=NCC(C)(C)S1)c1ccc(F)c(Cl)c1 | 2.4 | -1 | 9 | -2.8 | -9 | 0.3 | -2 | 36 | -1
O=C(NCCCN=C1NS(=O)(=O)c2ccccc21)c1ccncc1 | -0.5 | -21 | 7 | 0.3 | -7 | 0.7 | 2 | 22 | 0
Cc1ccc(NC(=O)C2CCCN2S(=O)(=O)c2ccc3c(c2)n(C)c(=O)c(=O)n3C)cc1C (stereo not drawn) | / | -6 | 12 | -0.2 | -2 | 0.0 | 2 | 32 | 2
SMILES | zVAD death inh | Hck-Nef inh | PGE2 EP2 inh | TNF necrop inh | RBBP9 inh | PERK inhibitor | Runt-SMMHC FRET | EP2 modulator | Runt-CBFb FRET
CNC(=O)/C(=C\C=C\c1ccccc1)NC(=O)c1ccc([N+](=O)[O-])cc1 | -0.5 | -1 | 6 | -0.2 | -8 | -0.3 | -5 | 25 | -8
Cc1ccc(NC(=O)c2cc(NC(=O)C3CC=CCC3C(=O)O)ccc2N2CCOCC2)cc1Cl (stereo not drawn) | -0.1 | 1 | 7 | -0.1 | -2 | -1.8 | -3 | -17 | -4
COc1ccc(CNC(=O)c2ccc(NC(=O)C3CCCO3)cc2)cc1 (stereo not drawn) | 4.6 | 1 | 13 | 3.3 | 4 | 1.2 | 1 | -5 | 3
CSc1ccc(CN(C)CC(=O)Nc2ccc(C)cc2Br)cc1 | 0.3 | 0 | 1 | 2.6 | -2 | 0.3 | 3 | -47 | -6
Cc1occc1-c1nnc(SCc2nc3ccccc3c(=O)n2CC#N)n1C | 0.8 | 0 | 2 | 0.0 | -10 | -0.3 | -35 | -2 | 3
O=c1[nH]c(SCc2ccc(Cl)cc2)nc2c1CCC2 | 4.4 | 1 | / | 1.6 | -1 | 1.5 | -1 | 29 | 0
Cn1cccc1-c1nc2ccccc2n1Cc1ccccc1 | 0.5 | 0 | 12 | -3.6 | -10 | 0.0 | -1 | 53 | 0
CCN(CC)S(=O)(=O)c1ccc(Nc2cc(C)nc3ncnn23)cc1 | 4.7 | 0 | 2 | -2.0 | -8 | 1.1 | 4 | 1 | -3
O=C(NCCSc1c[nH]c2ccccc12)C1CC1 | 0.5 | 0 | 8 | -1.2 | -7 | -0.2 | -1 | 20 | 2
CCN(CC)C(=S)SCC(=O)Nc1cccc(C(F)(F)F)c1 | 0.5 | 0 | 7 | -0.5 | -2 | 0.1 | / | / | /
Cc1ccc2cc(C)c3nnc(SCC(=O)Nc4nc5c(s4)CCCC5)n3c2c1C | 0.4 | -1 | 7 | -4.3 | -2 | -1.0 | -5 | 41 | -12
COc1ccc(C(=O)NNC(=O)CNC(=O)C2CCCCC2)cc1 | -0.8 | 0 | -1 | -0.6 | 6 | 0.6 | 1 | 10 | 0
O=C(O)CCc1ccc(-c2cccs2)n1NC(=O)c1ccc(Cl)cc1 | 0.3 | 0 | 11 | 1.2 | -1 | 1.2 | 29 | 13 | 17
COc1ccc(C2OC(=O)CC2C(=O)NCc2ccccc2Cl)cc1OC (stereo not drawn) | 0.3 | 12 | 6 | 1.0 | 3 | 0.2 | 1 | -8 | 2
COCCN(Cc1cc2cc3c(cc2nc1Cl)OCO3)C(=O)c1cccc(C)c1 | -0.3 | 12 | 6 | -4.9 | 11 | 1.4 | -6 | 1 | 3
COC(=O)c1cc2ccsc2n1Cc1nc(-c2ccc(OC)cc2)oc1C | -0.7 | 5 | 10 | -1.5 | -12 | -0.4 | -2 | 14 | 0
CCOc1ccccc1-n1c(SCC(N)=O)nnc1-c1ccco1 | 1.7 | -1 | 10&15 | 0.0 | -4 | -0.2 | -6 | 19&5 | 2
Cc1nc(=O)c(-c2ccccc2)c(C)n1-c1ccc(C(=O)O)cc1 | -0.2 | 2 | 3 | 0.4 | -5 | 2.1 | 0 | 8 | -1
COc1cc(OC)cc(-n2nnnc2SCC(=O)NCCc2ccc(OC)c(OC)c2)c1 | -0.3 | 23 | 2 | -0.3 | 0 | -0.2 | / | -7 | /
COc1ccc(CCNC(=O)COc2ccc(C)nc2[N+](=O)[O-])cc1OC | -0.1 | 18 | 6 | 0.2 | -7 | 0.2 | 1 | 14 | -1
CCOC(=O)c1ccoc1CSCc1ccc(C(=O)OC)o1 | 1.1 | 1 | 9 | -1.2 | -8 | 1.2 | -4 | 18 | 7
CC(C)N1CCC(NC(=O)NC2CCCCC2)CC1 | -0.7 | 4 | 6 | -0.2 | -12 | 1.2 | 3 | 6 | -1
CCOc1cc(S(=O)(=O)NCCc2cccc(C)c2)c(OCC)cc1-n1cnnn1 | 0.5 | -1 | 5 | 2.0 | -2 | -1.3 | -9 | 68* | -3
CCc1ccc(-c2cc(C(=O)NN3CCOCC3)c3ccccc3n2)s1 | -0.5 | -10 | 11 | -1.1 | 1 | 0.5 | 7 | 15 | 2
N#CC1=C(N)Oc2c(ccc3ccccc23)C1c1ccsc1 (stereo not drawn) | 0.0 | 1 | / | -11 | 6 | -0.1 | -36 | 29 | -9
Cc1cc(OC(=O)c2ccccc2Cl)cc(=O)n1C | -0.2 | -1 | 20 | -2.1 | -5 | 1.2 | -4 | 10 | -3

Molecules above that have a Cl atom (9):
SMILES | zVAD death inh | Hck-Nef inh | PGE2 EP2 inh | TNF necrop inh | RBBP9 inh | PERK inhibitor | Runt-SMMHC FRET | EP2 modulator | Runt-CBFb FRET
O=C(CN1CCOCC1)Nc1ncc(Cc2cccc(Cl)c2)s1 | 0.5 | -1 | 4 | -0.6 | -6 | -0.1 | 3 | 9 | -3
COc1ccc(N2CCN(C(=O)COc3ccc(Cl)cc3Cl)CC2)cc1 | 0.0 | -1 | 8 | -0.2 | -1 | -0.2 | -2 | -36 | -1
CNC(=O)N(C1=NCC(C)(C)S1)c1ccc(F)c(Cl)c1 | 2.4 | -1 | 9 | -2.8 | -9 | 0.3 | -2 | 36 | -1
Cc1ccc(NC(=O)c2cc(NC(=O)C3CC=CCC3C(=O)O)ccc2N2CCOCC2)cc1Cl (stereo not drawn) | -0.1 | 1 | 7 | -0.1 | -2 | -1.8 | -3 | -17 | -4
O=c1[nH]c(SCc2ccc(Cl)cc2)nc2c1CCC2 | 4.4 | 1 | / | 1.6 | -1 | 1.5 | -1 | 29 | 0
O=C(O)CCc1ccc(-c2cccs2)n1NC(=O)c1ccc(Cl)cc1 | 0.3 | 0 | 11 | 1.2 | -1 | 1.2 | 29 | 13 | 17
COc1ccc(C2OC(=O)CC2C(=O)NCc2ccccc2Cl)cc1OC (stereo not drawn) | 0.3 | 12 | 6 | 1.0 | 3 | 0.2 | 1 | -8 | 2
COCCN(Cc1cc2cc3c(cc2nc1Cl)OCO3)C(=O)c1cccc(C)c1 | -0.3 | 12 | 6 | -4.9 | 11 | 1.4 | -6 | 1 | 3
Cc1cc(OC(=O)c2ccccc2Cl)cc(=O)n1C | -0.2 | -1 | 20 | -2.1 | -5 | 1.2 | -4 | 10 | -3
